Compound activity as filed in PubChem.
TcdB inh: blocks C. difficile toxin B glycohydrolase activity | hit rate 0.24% among 350,000 | P18177 | AID 652162 | inhibition, % at 9.99 µM | TcdB glycohydrolase enzymatic assay, plate reader; in the data active = inhibition above about 10%
Target sequence (P18177 whole entry, looked up): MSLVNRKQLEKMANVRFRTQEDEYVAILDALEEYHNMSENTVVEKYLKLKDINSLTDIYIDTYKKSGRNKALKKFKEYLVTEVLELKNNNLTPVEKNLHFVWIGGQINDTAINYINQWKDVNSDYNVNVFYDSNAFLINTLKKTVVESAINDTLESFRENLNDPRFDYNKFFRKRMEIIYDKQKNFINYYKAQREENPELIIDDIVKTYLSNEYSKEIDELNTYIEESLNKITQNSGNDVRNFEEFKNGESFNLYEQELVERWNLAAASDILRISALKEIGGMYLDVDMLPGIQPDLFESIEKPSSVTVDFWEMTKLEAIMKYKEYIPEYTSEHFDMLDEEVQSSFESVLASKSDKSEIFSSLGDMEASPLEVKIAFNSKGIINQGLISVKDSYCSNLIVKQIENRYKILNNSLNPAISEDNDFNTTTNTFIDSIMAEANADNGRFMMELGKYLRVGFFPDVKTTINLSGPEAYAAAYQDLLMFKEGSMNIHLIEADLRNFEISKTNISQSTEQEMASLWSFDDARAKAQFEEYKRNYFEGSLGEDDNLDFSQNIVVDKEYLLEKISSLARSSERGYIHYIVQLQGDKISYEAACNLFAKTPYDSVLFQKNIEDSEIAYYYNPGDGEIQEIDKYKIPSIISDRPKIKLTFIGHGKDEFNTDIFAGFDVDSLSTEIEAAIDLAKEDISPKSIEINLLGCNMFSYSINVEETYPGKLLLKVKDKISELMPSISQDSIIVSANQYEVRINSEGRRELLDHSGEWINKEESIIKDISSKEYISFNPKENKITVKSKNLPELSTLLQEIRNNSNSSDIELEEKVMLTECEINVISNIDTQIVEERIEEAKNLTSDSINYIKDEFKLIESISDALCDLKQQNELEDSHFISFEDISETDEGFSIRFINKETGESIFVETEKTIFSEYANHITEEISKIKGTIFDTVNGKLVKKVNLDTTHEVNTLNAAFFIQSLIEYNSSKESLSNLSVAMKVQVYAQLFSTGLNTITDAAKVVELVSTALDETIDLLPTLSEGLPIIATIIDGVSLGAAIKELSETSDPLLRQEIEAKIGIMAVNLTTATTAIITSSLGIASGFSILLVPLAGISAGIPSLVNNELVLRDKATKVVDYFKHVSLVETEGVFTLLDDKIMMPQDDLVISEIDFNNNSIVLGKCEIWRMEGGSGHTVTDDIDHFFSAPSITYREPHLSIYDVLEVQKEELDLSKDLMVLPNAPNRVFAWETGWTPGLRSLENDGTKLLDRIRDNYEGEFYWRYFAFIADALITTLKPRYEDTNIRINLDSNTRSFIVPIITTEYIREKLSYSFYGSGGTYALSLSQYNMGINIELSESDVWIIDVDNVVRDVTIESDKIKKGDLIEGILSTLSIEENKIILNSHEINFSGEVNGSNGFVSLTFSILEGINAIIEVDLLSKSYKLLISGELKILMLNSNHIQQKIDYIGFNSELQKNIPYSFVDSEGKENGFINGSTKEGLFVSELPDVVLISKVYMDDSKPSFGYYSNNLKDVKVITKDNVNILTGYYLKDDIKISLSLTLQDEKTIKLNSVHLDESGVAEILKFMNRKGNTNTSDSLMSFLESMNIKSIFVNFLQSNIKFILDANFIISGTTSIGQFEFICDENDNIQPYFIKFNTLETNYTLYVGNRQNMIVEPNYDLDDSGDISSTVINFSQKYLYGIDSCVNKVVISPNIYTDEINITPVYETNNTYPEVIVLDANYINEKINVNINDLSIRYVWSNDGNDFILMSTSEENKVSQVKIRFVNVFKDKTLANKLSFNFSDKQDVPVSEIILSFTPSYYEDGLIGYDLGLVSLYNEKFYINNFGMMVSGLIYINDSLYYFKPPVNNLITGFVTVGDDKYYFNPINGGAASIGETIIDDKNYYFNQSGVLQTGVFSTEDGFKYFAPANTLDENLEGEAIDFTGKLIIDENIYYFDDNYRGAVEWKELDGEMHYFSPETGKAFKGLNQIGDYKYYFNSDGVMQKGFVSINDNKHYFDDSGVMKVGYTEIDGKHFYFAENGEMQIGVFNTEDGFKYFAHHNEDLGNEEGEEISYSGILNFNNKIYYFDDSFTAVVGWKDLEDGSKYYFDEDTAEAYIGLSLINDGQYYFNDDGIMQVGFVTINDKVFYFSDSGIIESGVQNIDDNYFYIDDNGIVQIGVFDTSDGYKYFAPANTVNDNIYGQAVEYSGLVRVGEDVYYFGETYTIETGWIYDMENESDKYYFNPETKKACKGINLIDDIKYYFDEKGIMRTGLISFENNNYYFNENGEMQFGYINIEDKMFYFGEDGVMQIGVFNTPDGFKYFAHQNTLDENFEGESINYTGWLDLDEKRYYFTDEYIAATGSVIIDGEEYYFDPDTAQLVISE
Yp Topo-I inh: Y. pestis Topo-I inhibition via cleavage products. AID 504884. hit rate 0.064% among 360,000. Y. pestis Topo-I cleavage product accumulation, plate reader. activity, % at 10 µM; in the data active = activity above about 50%, passing the limit was not always enough; inconclusive = no clear call, values can overlap the other calls; also: inactives centre near 2
BoNT A protease: inhibitors of Botulinum neurotoxin A light chain protease; multiplex microsphere protease substrate cleavage, flow cytometry; inhibition, % at 10 µM; hit rate 0.17% among 360,000; AID 588499; also: plate controls were buffer without enzyme for full effect and enzyme alone for no effect
Anthrax LF prot: anthrax lethal factor protease inhibition; P15917; multiplex microsphere protease cleavage assay, LF; inhibition, % at 10 µM; hit rate 0.12% among 360,000; AID 588501; also: plate controls were buffer without enzyme for full effect and enzyme alone for no effect
SARS 3CLpro inh: SARS-CoV 3CLpro protease inhibition | AID 1706 | P0C6X7 | inhibition, % at 6 µM | hit rate 0.14% among 290,000 | recombinant SARS-CoV 3CLpro, quenched FRET peptide cleavage; in the data active = inhibition above about 12%
SSB-PriA inh: blocks PriA binding to SSB C-terminal tail; AlphaScreen SSBct-PriA binding, biotinylated peptide; inhibition, % at 33 µM; hit rate 0.6% among 430,000; AID 1272365; in the data active = inhibition mostly above about 37%, no sharp cut-off; inactive = mostly below about 20%;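 also: plate controls were negative control peptide for no effect and reference peptide for full effect; strong numbers were not always called active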
PrPC surface inh: inhibitors of human cell surface prion protein PrPC. TR-FRET read-out. inhibition, % at 13.8 µM. hit rate 0.43% among 370,000. AID 720596; in the data active = inhibition above about 24%; also: 0% = median of the test wells and 100% = reference compound wells
PfHsp40 rescue: compounds rescuing yeast from Plasmodium falciparum HSP40 toxicity; hit rate 0.68% among 340,000; S. cerevisiae expressing PfHsp40, growth rescue, ATP luminescence; growth rescue, % at 12.5 µM; in the data active = growth rescue above about 28%, passing the limit was not always enough; inconclusive = no clear call, values can overlap the other calls;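 also: yeast W303a lacking pdr1 and pdr3 grown in galactose medium; growth measured after three days at 30 °C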
BH1578 lux ind: induces V. cholerae light production without autoinducers. V. cholerae BH1578 lux reporter, luminescence, 6 h. activation, % at 18.7 µM. hit rate 0.16% among 350,000; in the data active = activation mostly above about 9.7%, no sharp cut-off; inconclusive = no clear call, values can overlap the other calls; inactive = mostly below about 3.7%; also: not every result past the cut was called active; inactives centre near 0; reference of the scale not given here
Numbers without * were called inactive; i = inactive; ? = inconclusive; / = not tested or not shown; & = joins results of further samples. Rule as the data show it, unless noted: active = inhibition above about 30%; inconclusive = no clear call, values can overlap the other calls; inactive = below that. A portion of the library. The share of hits here may be higher or lower than overall.

SMILES	TcdB inh	Yp Topo-I inh	BoNT A protease	Anthrax LF prot	SARS 3CLpro inh	SSB-PriA inh	PrPC surface inh	PfHsp40 rescue	BH1578 lux ind
Cc1cccc(/C=C2\CCC(C3CCCC3)C2=O)c1 (stereo not drawn)	2.0	6	-1.0	-3	0	-10	-2	-0.2	-0.6
Cc1ccc(-n2c(-c3c(-c4ccccc4)noc3C)n[nH]c2=S)cc1	/	-8	0.6	3	6	-6	10	0.7	i
C/C(=N\NC(=O)CNc1cccc2ccccc12)c1ccc(Br)s1	1.0	0	0.4	0	0	/	3	0.2	-0.3
Nc1[nH]nc2nc(N3CCOCC3)nc(-c3ccccc3)c12	/	-10	-1.9	-16	2	-13&-18	-2	-0.5	0.0
CC(=O)N1CCN(C(=O)c2cccc(S(=O)(=O)N3CCN(c4ccc(F)cc4)CC3)c2)CC1	2.1	5	-0.3	-4	/	-5	4	0.3	-0.7
CC(C)CNC(=O)c1cc([N+](=O)[O-])ccc1N1CCOCC1	-7.4	5	0.2	0	2	-4	-12	-0.4	i
O=c1cc(CO)oc2ccccc12	-0.2	-8	-0.2	0	/	-3	-4	-1.8	i
O=C(CCS(=O)(=O)Cc1ccccc1)NCc1ccco1	/	2	-0.2	0	3	-1	-7	0.0	i
Cn1cnnc1SCc1ccccc1[N+](=O)[O-]	3.4	-1	-0.3	4	-1	1	-10	-0.2	-0.9
CC1=NN(C(=O)CSCc2ccccc2)C(O)(c2ccc(F)cc2)C1 (stereo not drawn)	0.4	7	-1.9	-7	2	2	-13	1.8	i
CN1CCN(C(=O)c2ccc(CS(=O)(=O)c3c(Cl)cccc3Cl)o2)CC1	1.0	1	-1.0	-12	-3	0	0	-0.2	-0.1
CCc1sc(-c2ccccc2)nc1C(=O)OC	1.5	0	-246	-159	0	-16	6	0.0	-0.4
CCC(OC(=O)c1nsc(Cl)c1Cl)C(=O)NCCOC (stereo not drawn)	0.9	-3	-1.7	-4	-1	-19	8	-1.2	i
Nc1nc2ccccc2n1/N=C/c1ccc2c(c1)OCO2	3.8	-2	-1.8	-1	-7	i	0	/	i
COc1cc(C=NNC(=O)c2ccccc2-n2cccc2)ccc1O	13*	-7	0.8	0	/	/	-8	-0.4	i
C[C@H](CO)N1C[C@H](C)[C@@H](CN(C)Cc2ccc(Cl)c(Cl)c2)Oc2c(NC(=O)Cc3ccccc3)cccc2C1=O	2.6	17	-0.1	-4	/	-4	6	-0.6	-1.2
COc1ccc(-c2nc3ccc(C(=O)NCCCN4CCOCC4)cc3nc2-c2ccc(OC)cc2)cc1	0.3	21	4.2	1	7	-11	-41	-1.0	-0.4
Cc1cc(-c2ccccc2)c(C#N)c(SCC(N)=O)n1	/	4	0.7	0	-4	-7	-10	-0.4	0.5
O=S(=O)(c1ccc2c(c1)OCCO2)N1CCC(c2nc3ccc(Cl)cc3[nH]2)CC1	/	4	3.8	3	-2	-5	5	2.8	i
CSC1=NC(C)(C)C=C(/C=C/c2c(Cl)cccc2Cl)N1	-3.1	?	-1.2	-2	3	-11	8	-1.3	i
COc1ccc(N=C2SCCCN2C)cc1	/	-2	-0.5	-2	2	5	0	-0.7	2.6
O=C(NCCCNC(=O)c1ccco1)c1ccco1	/	6	-0.8	-5	-5	-12	-9	1.2	1.4
CN(C)S(=O)(=O)c1ccc(NS(=O)(=O)/C=C/c2ccccc2)cc1	/	4	0.1	-2	-2	-16	1	-0.4	/
CCOC(=O)C1=C(C)N=C2SCCC(=O)N2[C@@H]1c1cccs1	0.5	-3	3.1	12	1	5	1	1.9	-0.7
CCCCOCCCNC(=O)C[C@@H]1C[C@@]2(C(=O)OCC)CCCC=C2N(Cc2ccco2)C1=O	1.6	/	0.2	-9	/	/	5	/	/
CCCS(=O)(=O)c1ncc(Cl)c(C(=O)Nc2ccc(S(=O)(=O)Nc3ncccn3)cc2)n1	-0.2	-1	-0.7	0	-6	1	-6	-0.6	i
COc1cc(-c2nnc(COC(=O)C3c4ccccc4Oc4ccccc43)o2)cc(OC)c1OC	/	20	0.7	-4	-3	-7	2	-0.9	i
Cc1cc(C(=O)COC(=O)Cc2n[nH]c(=O)c3ccccc23)c(C)n1-c1cccc(C(F)(F)F)c1	/	67*	-0.5	0	1	16	2	96*	-1.0
CCOc1ccc2nc3sc(C(=O)N4CCN(C)CC4)c(N)c3cc2c1	/	-7	5.3	6	0	-4	-12	0.5	-2.6
CC(=O)Nc1ccc(NC(=O)c2cc(S(=O)(=O)N3CCCCC3)ccc2N2CCOCC2)cc1	-0.1	6	-1.1	2	/	-2	-3	-0.4	-3.2
CNc1ccc2ncc(-c3ccccc3NC(C)=O)n2n1	0.4	-1	0.1	-11	/	/	-6	/	i
COc1ccccc1C(=O)NCCC(=O)N1CCN(c2ccccc2O)CC1	5.6	14	-2.8	-1	/	-13	-4	2.0	-1.0
COc1ccc(S(=O)(=O)N2CCOCC2)cc1OC	/	-2	0.3	-1	-3	0	-5	0.5	-0.2
COC(=O)c1cc2ccsc2n1CC(=O)N(C)C1CCCCC1	/	-3	1.8	-5	-4	-2	-2	-0.5	i
CC(C)(C)OC(=O)N1CCC(c2cc(=O)n3[nH]cc(C(=O)Nc4ccc(F)c(Cl)c4)c3n2)CC1	1.6	-3	-1.0	-9	-6	-1	4	1.6	0.0
O=C(C1CCC(=O)N1Cc1ccccc1Cl)N1CCN(c2ccc(F)cc2)CC1 (stereo not drawn)	/	25	0.2	4	-1	-3	2	-0.6	-17
Cc1ccc(C(=O)N2CCN(c3ccc4c(c3)C3CC4CCN3C(=O)OCc3ccccc3)CC2)cc1 (stereo not drawn)	1.1	/	0.7	-5	/	/	7	/	/
CCOC(=O)C(=C1Nc2ccccc2N1)n1c(-c2cnccn2)nc2ccccc21	-0.9	/	-0.9	1	/	/	0	/	/
O=c1oc2cc(OCCO)ccc2c2c1CCCC2	1.9	-8	-1.1	-6	3	-10	17	0.3	-0.7
Cc1c(CN(C)C(=O)c2sc3cc(Cl)ccc3c2Cl)cnn1C	/	9	-0.7	2	-5	-3	13	0.7	-0.3
O=C(Cn1cnc2ccccc2c1=O)Nc1cccc(-c2nnc3n2CCCCC3)c1	/	13	-0.3	0	0	-8	3	-0.3	0.2
COC(=O)CN1C(=O)NC2(CCCc3ccccc32)C1=O (stereo not drawn)	-0.2	11	-2.3	1	2	-8	-6	-1.1	i
COc1ccc2c(c1)N(C[C@H](C)CN(C)C)c1ccccc1S2	-7.2	-5	0.4	-2	/	27	-16	0.3	-0.2
CC(C)c1ccc(-c2cc(C(=O)N3N=C(C(F)F)CC3(O)C(F)F)c3ccccc3n2)cc1 (stereo not drawn)	/	-5	-0.8	-7	2	1	-6	-0.8	i
O=c1[nH]cnc(O)c1C(c1ccc(Br)cc1)c1c(O)nc[nH]c1=O	0.0	3	-0.8	-3	-5	6	4	1.0	-0.3

Some of the entries so far, with two lines to a compound:
Fields: TcdB inh | Yp Topo-I inh | BoNT A protease | Anthrax LF prot | SARS 3CLpro inh | SSB-PriA inh | PrPC surface inh | PfHsp40 rescue | BH1578 lux ind
COC(=O)CN1C(=O)NC2(CCCc3ccccc32)C1=O (stereo not drawn)
 : -0.2 | 11 | -2.3 | 1 | 2 | -8 | -6 | -1.1 | i
COc1ccc2c(c1)N(C[C@H](C)CN(C)C)c1ccccc1S2
 : -7.2 | -5 | 0.4 | -2 | / | 27 | -16 | 0.3 | -0.2

(cont.)
SMILES	TcdB inh	Yp Topo-I inh	BoNT A protease	Anthrax LF prot	SARS 3CLpro inh	SSB-PriA inh	PrPC surface inh	PfHsp40 rescue	BH1578 lux ind
Cc1cc(C)c2sc(NC(=O)C3CC3)nc2c1	-0.4	-14	0.1	-2	2	1&-4	-2	2.3	i
CC(=O)c1c(C)nc(-c2ccc(Cl)cc2)nc1NC(=O)C(C)C	/	-1	-0.1	0	2	-16	7	-1.3	1.8
CCN(CC)S(=O)(=O)c1cc(C(=O)Nc2cc(C)on2)ccc1Cl	0.6	0	-1.8	-2	3	-7	-4	-0.2	-0.2
CCOc1ccc(N(CC(=O)NCc2ccccc2Cl)S(=O)(=O)c2c(C)[nH]c(=O)[nH]c2=O)cc1	0.0	6	-0.6	0	0	-11	4	-0.8	-0.7
Cc1ccn(CCC(=O)N2CCCC(CCC(=O)NCc3ccc(F)c(F)c3)C2)n1 (stereo not drawn)	-0.5	-4	-0.2	-6	3	-15	-3	-0.9	0.5
Cc1ccc(NC(=O)c2cc(N(C)C)ccc2[P+](=O)O)cc1	0.3	6	0.8	-4	0	-7	1	0.5	i
CCOc1ccc2c(c1)c(C(C)=O)c(C)n2Cc1ccco1	0.0	4	-1.0	-5	4	-7	5	-0.1	-3.3
Cc1cccc(-n2nnnc2-c2cnccc2C(F)(F)F)c1C	1.0	-6	-0.2	-12	0	-7	-4	0.4	-0.3
NC(=O)Nn1c(CCC(=O)O)ccc1-c1ccc(Br)cc1	-1.8	4	0.2	-8	3	-4	-3	0.0	i
Cn1nc(C(=O)NCCc2ccc(Cl)cc2)c2c1-c1ccccc1S(=O)(=O)C2	0.0	23	-0.7	-1	3	-6	10	-1.8	-0.3
CCOc1ncccc1C(=O)NCc1cccc(OC)c1	/	1	-0.7	-2	3	6	2	-1.4	-0.4
COc1ccc(CCNC(=O)CSc2ncc(C(=O)Nc3ccccc3)c(=O)n2C)cc1	-0.8	-11	-0.5	-2	/	4&-6	5	-0.1	i
COc1cccc(NC(=O)CSc2ccc(-c3ccco3)nn2)c1	0.3	9	-1.7	3	0	-8	6	-0.1	-0.8
N#C/C(=C\c1cn(-c2ccccc2)nc1-c1ccccc1)S(=O)(=O)c1ccccc1	/	-4	3.2	5	3	-8	-2	0.9	-0.4
CCOc1ccc(S(=O)(=O)NCc2ccc3c(c2)OCO3)cc1	1.2	-8	-0.5	2	-3	-13	2	-0.4	i

Some values from the list:
Under TcdB inh, NC(=O)Nn1c(CCC(=O)O)ccc1-c1ccc(Br)cc1 is entered as -1.8
Under BoNT A protease, CCOc1ccc(N(CC(=O)NCc2ccccc2Cl)S(=O)(=O)c2c(C)[nH]c(=O)[nH]c2=O)cc1 is entered as -0.6
Under BoNT A protease, COc1cccc(NC(=O)CSc2ccc(-c3ccco3)nn2)c1 is entered as -1.7

(list continues)
SMILES	TcdB inh	Yp Topo-I inh	BoNT A protease	Anthrax LF prot	SARS 3CLpro inh	SSB-PriA inh	PrPC surface inh	PfHsp40 rescue	BH1578 lux ind
COc1cccc(C(=O)NCC(c2cccnc2)N2CCN(c3ccccc3OC)CC2)c1 (stereo not drawn)	/	19	0.1	-3	-4	3	/	1.4	-0.4
Cc1cc(C(=O)CN2C(=O)C(=O)N(Cc3ccccc3)C2=O)c(C)n1CC1COc2ccccc2O1 (stereo not drawn)	1.7	2	-0.1	-4	-3	-21	-1	-1.1	1.0
NC(=O)N/N=C/c1c(F)c(F)c(F)c(F)c1F	1.1	6	-0.9	6	-2	/	3	-2.5	i
NC(CCc1ccccc1)c1csc(Nc2ccc(C(F)(F)F)cn2)n1 (stereo not drawn)	1.9	-8	-1.0	-6	/	/	-13	/	0.3
Cc1ccc2ccccc2c1NC(=O)CNC1CCCCC1	/	-1	-0.2	-6	0	-8	-9	0.2	i
CCCS(=O)(=O)N1CCC(C(=O)NCc2ccc3c(c2)OCO3)CC1	0.7	2	-1.0	-7	-2	-16	-1	16	-0.3
O=c1[nH]c(=O)n(-c2ccccc2)c2c1C(C(F)(F)F)(C(F)(F)F)N=C(CCC1CCCCC1)N2	/	6	1.6	2	6	-3	5	-0.3	-0.1
COc1cc2ccccc2cc1C(=O)NCc1ccncc1	4.3	14	-1.2	-3	4	-12	-5	0.2	-2.2
COCc1c(C(=O)N/N=C(\C)c2ccncc2)nnn1-c1nonc1N	0.6	-10	-0.6	-2	-1	/	-5	1.2	i
Cc1ccc(OCc2nc3c4c(ncn3n2)-c2ccccc2CC42CCCC2)cc1	/	19	-0.2	1	1	-25	0	-0.5	-0.1
Cn1c(=O)[nH]c(=O)c2c1nc(N1CCN(Cc3ccccc3)CC1)n2CCCc1ccccc1	0.7	24	-0.5	-3	0	-5	-8	-1.9	-0.5
O=C(Nc1ccccc1C(=O)NCCN1CCOCC1)c1cccc([N+](=O)[O-])c1	1.8	-13	0.4	0	-2	-3	-14	-0.6	-1.9
CCCCC(=O)NC(=S)NNC(=O)CCc1ccccc1	1.4	-3	-0.2	-7	-4	-18	0	337*	i
